Assay outcomes: PubChem BioAssay, National Center for Advancing Translational Sciences (NCATS)
CXXC DNA block: MLL CXXC-DNA interaction inhibition | Potency, µM (highest dose often 115 µM), for the others: at the highest dose activity change, negative = inhibition, hits mostly inhibitors | MLL-CXXC / FITC-HOXA9 DNA fluorescence polarization | hit rate 0.037% among 290,000; active = well fitted inhibition curve with a large enough effect in the polarisation, with a control signal flat, not every such curve was filed as active; inconclusive = small, poorly fitted or top-dose-only effect, or effect the other way, or a change in a side signal; inactive = no such curve, though single readings can be large or run the other way; the % refers to the polarisation; also: potency is read from the fitted curve at half-maximal effect
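Steps: dispense CXXC domain solution (7 uM) → pin compounds or unlabeled HOX-A9 DNA control → 5 min ambient → add FLSN-HOX-A9 solution (50 nM) → spin → 30 min ambient → fluorescence polarization. Tris pH 7.5/NaCl/DTT/BSA buffer.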
TSHR antag: antagonists of human thyroid stimulating hormone receptor | P16473 | hit rate 0.2% among 330,000 | TSHR-expressing cells, TSH-stimulated cAMP HTRF, 2 h; active compounds read low | activity change, negative = inhibition, % at 11.5 µM;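 active = activity change below a set negative limit, meaning inhibition stronger than a set level, cut at about -70% in these data; inconclusive = activity change between two set negative limits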; also: % is scaled to controls: 0 for no effect and ±100 for the full control effect
Target sequence (P16473 whole entry, looked up): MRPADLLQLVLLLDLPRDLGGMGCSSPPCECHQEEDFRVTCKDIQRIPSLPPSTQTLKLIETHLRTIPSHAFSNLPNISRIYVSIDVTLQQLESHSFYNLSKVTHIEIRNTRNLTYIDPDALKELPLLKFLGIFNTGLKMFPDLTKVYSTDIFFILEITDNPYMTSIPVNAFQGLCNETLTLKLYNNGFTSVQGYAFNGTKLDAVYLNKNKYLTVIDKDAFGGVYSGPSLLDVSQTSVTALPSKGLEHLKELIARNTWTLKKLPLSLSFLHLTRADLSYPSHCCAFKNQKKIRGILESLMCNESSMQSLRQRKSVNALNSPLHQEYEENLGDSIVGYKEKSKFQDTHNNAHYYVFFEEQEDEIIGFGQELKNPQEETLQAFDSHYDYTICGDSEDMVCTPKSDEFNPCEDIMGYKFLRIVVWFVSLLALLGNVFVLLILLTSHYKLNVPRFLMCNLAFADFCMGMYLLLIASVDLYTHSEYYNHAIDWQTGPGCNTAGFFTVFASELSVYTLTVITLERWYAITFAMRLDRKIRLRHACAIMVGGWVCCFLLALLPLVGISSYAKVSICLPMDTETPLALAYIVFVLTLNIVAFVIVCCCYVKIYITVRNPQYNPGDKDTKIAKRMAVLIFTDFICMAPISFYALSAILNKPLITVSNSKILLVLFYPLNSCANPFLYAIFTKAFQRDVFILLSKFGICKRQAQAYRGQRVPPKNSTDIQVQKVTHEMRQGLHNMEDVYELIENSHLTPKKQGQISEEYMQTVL
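Freshly harvested TSHR cells receive pin-tooled compound, then EC80 TSH at 4nM final. After 2 hours at 37 deg C, antibody in lysis buffer and cAMP-d2 are added; 30 minutes at ambient temperature precede the HTRF read.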
Tb PFK inh: inhibitors of T. brucei phosphofructokinase | AID 485367 | T. brucei PFK, ADP-Glo luminescence | Potency, µM (titrated, usually from 57.5 µM), without a hit: at the top dose activity, negative = inhibition, usual class: inhibitors | O15648 | hit rate 0.17% among 330,000;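 also: potency is read from the fitted curve at half-maximal effect; 0% = uninhibited 1x PFK enzyme wells and -100% = no-enzyme wells; nearly all actives have a fitted effect of over 60% in size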
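In TEA buffer at pH 8.0 with 5 mM MgCl2, enzyme (1.25 nM) converted F6P (0.5 mM) and ATP (0.1 mM) for 45 min at room temperature. ADP product was read by luciferase luminescence.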
AT treatment: potential ataxia-telangiectasia treatment; hit rate 0.19% among 320,000; Potency, µM (top dose mostly 57.5 µM), for the others: at the top dose activation, most hits filed as activators; […] A-T fibroblasts, KAP-1 phosphorylation AlphaLISA; neocarzinostatin DNA damage 30 min before lysis; also: potency is read from the fitted curve at half-maximal effect; % of control where 0% means no effect; nearly all actives have a fitted effect of over 45% in size
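ATM-like activity read as KAP-1 phosphorylation via AlphaLISA donor/acceptor antibody pairs after lysis and 6 hr at 25C. Cells were ATM-null patient fibroblasts ([…], hTERT), dosed 60 min, then exposed to the DSB inducer NCS for 30 min.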
TCR activator: activators of T cell receptors; primary human leukocytes, anti-CD3, IL-2 HTRF, 48 h; Potency, µM (highest dose often 9.22 µM), for the others: at the highest dose activation of IL-2 secretion, most hits filed as activators; 330,000 tested, under 10 active; AID 504894; also: % of control where 0% means no effect
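IL-2 release read by HTRF sandwich (Eu cryptate donor, d2 acceptor, 665 nm emission) after 48 hr exposure of primary human leukocytes to compound together with anti-CD3 beads in the absence of co-stimulatory signals.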
Giardia kill: Giardia lamblia killing; activity change, % at 7.66 µM, hits read low; hit rate 0.15% among 340,000; AID 540267; Giardia lamblia trophozoite viability; in the data active = activity change below about -80%; inconclusive = between about -30% and that limit;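 also: parasites exposed to compound for two days anaerobically before the ATP read; % is scaled to controls: 0 for no effect and ±100 for the full control effect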
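Giardia trophozoites, 100 cells per well, were exposed to compounds for 48 hrs at 37 deg C under anaerobic conditions; viability was then read as ATP content by bioluminescence after 15-30 min at room temperature.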
FBPA coupling cs: counter-screen for Giardia aldolase inhibitors: coupling enzyme system; AID 2472; coupling enzyme system counterscreen, AmpLite Red fluorescence; activity change, negative = inhibition, % at 58.2 µM, hits read low; hit rate 0.67% among 290,000; in the data active = activity change below about -30%; also: % is scaled to controls: 0 for no effect and ±100 for the full control effect
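Counterscreen lacking aldolase: glyceraldehyde-3-phosphate coupling-enzyme reagent preincubated 10 min at RT with compound (at 57.5 uM final), then substrate/coupling system with AmpLite Red added; fluorescence read at 525/598 nm after 20 min RT.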
hERG WT inh: KCNH2 (human, wildtype) channel inhibition | AID 720551 | U2OS, BacMam KCNH2, thallium flux FluxOr; active compounds read low | hit rate 0.37% among 340,000 | activity change, % at 1.84 µM;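 active = maximum activity change below -70%; inconclusive = maximum activity change between -70% and -50%; inactive = maximum activity change above -50%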; also: % is scaled to controls: 0 for no effect and ±100 for the full control effect
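U2OS cells transduced with wild-type KCNH2 virus are loaded with FluxOr dye for 45 min, and thallium flux is measured in kinetic reads before and after stimulation buffer. Rate constants are normalized to DMSO controls.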
Chronic BCR inh: chronic active BCR signaling inhibition; ABC-DLBCL IkBa-CBG/CBR reporter, luminescence ratio, 4 h; hit rate 0.05% among 340,000; Potency, µM (series often up to 46.1 µM), inactives show top-dose ratio change, negative = lower green/red ratio, most hits filed as inhibitors; active = well fitted inhibition curve with a large enough effect in the signal ratio, with a control signal flat, not every such curve was filed as active; inconclusive = small, poorly fitted or top-dose-only effect, or effect the other way, or a change in a side signal; the % refers to the signal ratio;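 also: potency is read from the fitted curve at half-maximal effect; plate controls were basal doxycycline-induced cells for no effect and cells given 10 µM MG132 for full effect; MG132 reads +100%, hits lower the ratio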
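TMD8 ABC-DLBCL cells carrying doxycycline-inducible green luciferase fused to IkappaBalpha plus unfused red luciferase were exposed to compounds (up to 46 uM) for 4 hrs at 37C. Activity came from the overlap-corrected green/red luminescence ratio.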
GALK inh: galactokinase (human) inhibition | Purified GALK, Kinase-Glo residual ATP luminescence | Potency, µM (doses to about 57.5 µM), for inactives: top-dose activity change, negative = inhibition, hits mostly inhibitors | P51570 | AID 1868 | hit rate 0.007% among 270,000; also: potency is read from the fitted curve at half-maximal effect; % is scaled to controls: 0 for no effect and ±100 for the full control effect
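Compounds were pin-transferred into ATP buffer (35 uM final), then GALK plus galactose (5 nM, 100 uM final) was added. After 1 h at room temperature, Kinase-Glo Plus was added and luminescence read after 10 min.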
* marks the source's active call; other numbers are inactive results; i = inactive; ? = inconclusive; · = not tested or not shown; & = joins results of further samples; [ ] = remark or other dose. Unless noted, calls follow the shape of the dose curve; as a rule, active = well fitted curve in the direction sought with a large enough effect; inconclusive = small, poorly fitted or top-dose-only effect, or another doubt; inactive = no such curve, though single readings can be large; an effect the other way counts as inactive or inconclusive.

SMILES	CXXC DNA block	TSHR antag	Tb PFK inh	AT treatment	TCR activator	Giardia kill	FBPA coupling cs	hERG WT inh	Chronic BCR inh	GALK inh
COc1ccc(NC(=O)CS(=O)(=O)c2cn(CC(=O)N3CCCC3)c3ccccc23)c(OC)c1	-1.4%	-7.9	0.9%	3.3%	-5.3%	-9.2	·	-11.3	3.9%	-0.9%
O=C(O)c1ccc(S(=O)(=O)c2ccc3c(c2)C(=O)N(NC(=O)c2ccncc2)C3=O)cc1	2.5%	-1.8	2.9%	10.3%	0.2%	-20.5	13.0	-17.6	-17.5%	-4.2%
CCOC(=O)NN1C(=O)c2ccccc2NC1c1ccccc1 (configuration not stated)	3.1%	0.2	0.0%	-1.1%	-2.5%[46.1 µM]	-4.0	1.0	2.6	0.3%	-0.2%
CC(Oc1ccccc1Cl)C(=O)Nc1ccc(S(=O)(=O)Nc2nccs2)cc1 (configuration not stated)	·	-1.6	-6.2%	4.4%	-4.3%	-14.7	·	-2.0	-10.3%	·
COC(=O)/C(=C/c1ccco1)NC(=O)c1ccc(Br)o1	-5.3%	16.6	4.9%	0.4%	-5.7%	-1.3	-9.3	i	-0.4%	3.5%
NS(=O)(=O)c1cccc(NC(=O)c2cccc(Oc3ccccc3)c2)c1	5.8%	-18.6	-12.4%	1.4%	5.7%	21.0	-3.5	7.4	?	-0.8%
COc1cccc(NC(=O)Nc2cc(NC(=O)Nc3cccc(OC)c3)c(C)nc2C)c1	5.8%	7.4	0.7%	-6.1%	10.6%[46.1 µM]	9.4	0.6	-6.2	?	-0.4%
CC(C)CNC(=O)CSc1nc2nn(-c3ccccc3)c(=O)c-2c2n1CCCCC2	-15.5%	1.2	9.1%	-5.7%	-0.4%	9.3	1.1	14.9	1.5%	1.2%
CCOc1ccc(Nc2cc(C)nc(-n3nc(C)cc3C)n2)cc1	-3.6%	9.8	-0.8%	0.3%	-0.4%	10.7	1.0	-30.1	?	-0.3%
COc1cc(NC(=O)C2=CC(c3ccc(C)cc3)=NS(=O)(=O)N2C)cc(OC)c1OC	·	-2.6	-3.3%	4.2%	-3.1%	-2.2	-1.0	2.1	?	·
Cc1ccccc1Nc1nnc(SCC(=O)c2cc3ccccc3o2)s1	-2.9%	-3.8	8.7%	2.3%	1.5%[46.1 µM]	-5.2	0.5	-18.2	?	0.4%
Cc1c(C)c(C)c(S(=O)(=O)NCCc2ccccn2)c(C)c1C	-1.8%	4.5	-0.7%	-5.1%	-6.7%	-16.3	·	-1.9	-3.4%	-4.5%
CCOC(=O)c1ccc(NC(=S)NCCCN2CCCC2=O)cc1	-0.6%	22.7	4.4%	-7.0%	1.0%	8.9	-8.3	-18.9	5.4%	-0.9%
CC(Oc1ccccc1)C(=O)Nc1cc(Cl)ccc1-n1cncn1 (configuration not stated)	·	-4.7	-2.3%	0.2%	8.2%	-20.1	·	3.3	16.4%	·
O=C(CCCN1C(=O)c2cccnc2C1=O)N1CC(=O)N(CCc2ccccc2)C(=O)C1	11.5%	2.0	2.0%	-1.0%	0.8%	2.7	1.1	-10.2	2.3%	0.4%
CC1CC(C)CN(c2ncc3c(n2)CC(c2ccc(Cl)cc2)CC3=O)C1 (configuration not stated)	0.9%	-14.8	5.5%	6.6%	-12.4%	38.6[activator]	-0.1	-15.1	1.3%	2.6%
COc1ccc(-n2cc(CNCCc3cscn3)c(-c3ccccc3Cl)n2)cc1	2.1%	-0.9	-2.4%	2.1%[11.5 µM]	-9.3%	37.8[activator]	5.2	i	?	8.9%
O=C1CC(N2CCOCC2)C(=O)N1c1cc(Cl)cc(Cl)c1 (configuration not stated)	-7.1%	6.2	3.9%	24.0%	-7.4%	1.3	-2.6	30.6	?	-4.0%
CC(C)N1CCC(N2CCN(Cc3cccc4nonc34)CC2CCO)CC1 (configuration not stated)	-9.9%	3.2	0.9%	0.1%	1.6%	23.0	-0.1	-15.7	1.3%	4.2%
O=C(Nc1nnc(-c2ccc(Cl)cc2)o1)c1ccccc1Br	-18.4%	-15.7	0.0%	-5.0%	-8.8%	4.2	4.5	18.2	?	1.7%
COc1ccc(CCN2CC(C(=O)Nc3nccs3)CC2=O)cc1OC (configuration not stated)	·	·	-0.9%	1.0%	·	6.3	·	19.9	0.1%	·
COC(=O)CSc1nc2c(cnn2-c2ccc(Cl)cc2)c(=O)[nH]1	-5.6%	7.7	0.4%	4.0%	2.8%	-3.8	-0.3	4.9	3.3%	·
CCOC(=O)c1c(-c2ccccc2Cl)csc1NC(=O)c1cc(S(=O)(=O)N2CCOCC2)ccc1C	2.2%	39.9	5.3%	-0.2%	6.3%[46.1 µM]	-12.8	-0.6	-7.3	0.2%	1.5%
Cc1ccc(C)c(S(=O)(=O)N2CCN(c3nc(CN4CCOCC4)nc4sc(C)c(C)c34)CC2)c1	·	-3.4	-7.1%	4.9%	0.6%	13.7	·	10.3	-0.3%	·
COc1cccc(CNC(=O)CCn2c(=O)oc3ccccc32)c1	1.5%	-5.6	1.2%	-9.2%	4.0%	-18.8	3.9	3.0	-7.1%	-1.1%
CCOC(=O)c1ccc(S(=O)(=O)Nc2ccc3cn[nH]c3c2)cc1	-1.0%	-16.5	-1.2%	0.5%	-1.6%	-3.8	1.7	-3.8	0.8%	·
CCOc1ccccc1N1CCN(CC(O)COCc2cccs2)CC1 (configuration not stated)	2.0%	2.6	0.2%	1.3%	-3.2%	13.1	-1.2	14.1	-3.8%	-2.3%
COC(=O)c1ccc(N2C(=O)CC(SCC(=O)Nc3ccc(OC)cc3)C2=O)cc1 (configuration not stated)	-4.6%	0.0	-8.1%	-8.0%	-3.7%	-16.5	1.2	6.4	-2.1%	-2.0%
O=C1N=C(N2CCOCC2)S/C1=C\c1ccc(-c2ccccc2Cl)o1	-6.5%	6.9	-1.4%	-0.9%	2.4%[46.1 µM]	24.1	1.0	2.2	1.4%	-0.2%
COc1ccc([N+](=O)[O-])cc1NC(=O)Nc1cccc(Cl)c1	-5.1%	-21.4	-3.3%	0.1%	1.0%[46.1 µM]	17.1	0.4	1.9	3.6%	·
Cc1ccc(S(=O)(=O)N(C)C)cc1NC(=O)c1n[nH]c(=O)c2ccccc12	-4.3%	8.5	-5.4%	-27.3%	4.2%	-5.3	1.3	-7.6	-29.2%	-0.3%
COc1ccc(C(C)C)cc1S(=O)(=O)n1cnc(C)c1	3.8%	5.3	-0.6%	3.3%	3.7%	16.1	6.3	15.0	-0.4%	-1.1%
O=C(COC(=O)c1cccc(Cl)c1)Nc1cc(Cl)ccc1Oc1ccccc1	9.7%	0.1	-2.5%	14.7%	-1.1%[46.1 µM]	18.2	-1.1	1.5	-1.4%	-0.5%
CC(C)(C)NC(=O)C12CCC(C)(c3nc4ccccc4nc31)C2(C)C (configuration not stated)	1.6%	4.0	-1.7%	4.9%	1.3%	8.5	5.5	-4.2	6.7%	0.0%
Cc1cc(C)cc(NC(=O)Cc2ccc(-n3cccc3)cc2)c1	2.3%	1.9	-8.0%	-0.3%	0.9%[46.1 µM]	2.0	-0.9	-7.9	?	2.8%
COC(=O)c1ccc(N2CC3CNC(=O)C2(C(=O)OC)N3C)cc1 (configuration not stated)	·	7.7&-9.9	-5.7%&11.4%	8.9%&-7.5%	-0.5%&10.1%	-7.3&7.5	·	4.1&0.9	2.0%&3.0%	·
CCC1(O)CC(C(=O)OC)=NN1C(=O)c1ccccc1 (configuration not stated)	1.3%	-1.9	3.8%	·	-0.5%	0.5	3.2	0.6	?	3.0%
COc1cccc(-c2nc(CS(=O)(=O)CC(=O)NCCc3cc(OC)ccc3OC)c(C)o2)c1	9.5%	-0.5	0.1%	-1.8%	-4.6%	-5.9	-0.2	-1.2	-5.7%	-2.2%
COc1ccccc1-c1oc2ccccc2c1C#CCCCCO	·	20.3	3.9%	5.9%	-2.6%	29.8	·	14.1	-1.3%	·
COC(=O)C1=C(N)Oc2cc(C)[nH]c(=O)c2C1c1ccccc1OC (configuration not stated)	-1.5%	-6.5	-3.2%	-2.7%	6.1%	-6.6	1.9	8.1	6.2%	1.2%
COc1ccc(OC)c(S(=O)(=O)N2Cc3ccccc3CC2C(=O)O)c1 (configuration not stated)	-3.1%	5.4	9.7%	-5.5%	0.1%	-2.5	-0.2	-1.5	2.7%	-1.6%
CC(=O)Nc1ccc(S(=O)(=O)N2CCCC(C(=O)N3CCN(c4ccccc4)CC3)C2)cc1 (configuration not stated)	2.1%	-12.8	1.1%	2.6%	5.5%	3.5	3.3	2.2	-0.7%	-3.3%
